# Screening results from PubChem BioAssay.
# HP1b chromo inh: inhibitors of HP1-beta chromodomain binding to methylated histone tails | P83916 | AlphaScreen HP1-beta / biotin-H3K9me3 peptide binding | Potency, µM (series often up to 114 µM), without a hit: top-dose activity change, negative = inhibition, actives largely listed as inhibitors | 390,000 tested, 0.56% active; also: nearly all actives have a fitted effect of over 70% in size; inactives centre near 23
#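 HP1-beta protein (50 nM final) preincubated 30 min at room temperature with biotinylated H3(1-18)K9me3 peptide (50 nM) in PBS pH 7.4, 0.01% Tween-20, then compound added for 30 min. AlphaScreen streptavidin donor/nickel chelate acceptor beads (10 ug/mL final), 30 min dark, luminescence read.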
# JMJD2A Tudor: blocks the human JMJD2A Tudor domain; O75164; 390,000 tested, 4.4% active; Potency, µM (doses to about 114 µM), for inactives: top-dose activity change, negative = inhibition, actives largely listed as inhibitors; AlphaScreen JMJD2A-Tudor / H3K4me3 peptide binding; also: % is scaled to controls: 0 for no effect and ±100 for the full control effect; nearly all actives have a fitted effect of over 50% in size
# Pin1 inhibitor: blocks the human prolyl isomerase Pin1; Pin1 FP peptide displacement, HiFluor488, 10 min; Q13526; AID 504891; Potency, µM (top dose mostly 115 µM), without a hit: at the highest dose activity, negative = inhibition, usual class: inhibitors; 390,000 tested, 0.009% active; active = well fitted inhibition curve with a large enough effect in the polarisation, with a control signal flat, not every such curve was filed as active; inconclusive = small, poorly fitted or top-dose-only effect, or effect the other way, or a change in a side signal; inactive = no such curve, though single readings can be large or run the other way; the % refers to the polarisation; also: % is scaled to controls: 0 for no effect and ±100 for the full control effect
# GLS inh: inhibitors of human glutaminase (GLS) | GLS enzymatic activity, qHTS titration | 410,000 tested, 0.21% active | AID 624170 | O94925 | Potency, µM (top dose mostly 45.5 µM), inactives show at the highest dose activity change, negative = inhibition, usual class: inhibitors; also: % is scaled to controls: 0 for no effect and ±100 for the full control effect
#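 Coupled fluorescence readout: glutamate oxidase/HRP/Amplex Red detect glutamate formed by hKGA from L-glutamine (1 mM solution added). Buffer 45 mM KH2PO4 pH 8.2, 0.02% Tween-20; reads at t0 and 30 min RT.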
# Tb PGK inh: blocks T. brucei phosphoglycerate kinase. 380,000 tested, 0.043% active. Potency, µM (titrated, usually from 57.5 µM), for the others: top-dose activity change, negative = inhibition, most hits filed as inhibitors. PGK/GAPDH coupled, Kinase-Glo luminescence, 60 min. P07378; also: % is scaled to controls: 0 for no effect and ±100 for the full control effect; nearly all actives have a fitted effect of over 60% in size
#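 Luminescent ATP detection (Kinase-Glo Plus) follows a 60-minute room-temperature incubation, with wells lacking PGK as controls. Buffer: 100 mM TEA (pH 7.6), 5 mM MgCl2, 0.01% Tween-20. Coupling enzyme GAPDH (100 nM final) supplies unstable 1,3-BPG in-well.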
# BAZ2B inh: blocks human BAZ2B; AlphaScreen BAZ2B-H3K14Ac peptide displacement; Potency, µM (doses to about 114 µM), without a hit: top-dose activity change, negative = inhibition, hits mostly inhibitors; Q9UIF8; 360,000 tested, 4.4% active; AID 504333; also: % is scaled to controls: 0 for no effect and ±100 for the full control effect; nearly all actives have a fitted effect of over 60% in size
#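 AlphaScreen luminescence quantifies BAZ2B engagement of H3K14Ac peptide; the protein and biotinylated peptide are both at 50 nM final, buffer PBS pH 7.4 with 0.01% Tween-20, all steps at room temperature.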
# G9a block: G9a (human) methyltransferase inhibition. Q96KQ7. G9a H3K9 monomethylation, AlphaScreen, 2 h. Potency, µM (doses to about 102 µM), inactives show at the top dose activity, negative = inhibition, usual class: inhibitors. 350,000 tested, 8.8% active. AID 504332; also: % is scaled to controls: 0 for no effect and ±100 for the full control effect; nearly all actives have a fitted effect of over 75% in size
# Target sequence (Q96KQ7 913-1193 limits assumed): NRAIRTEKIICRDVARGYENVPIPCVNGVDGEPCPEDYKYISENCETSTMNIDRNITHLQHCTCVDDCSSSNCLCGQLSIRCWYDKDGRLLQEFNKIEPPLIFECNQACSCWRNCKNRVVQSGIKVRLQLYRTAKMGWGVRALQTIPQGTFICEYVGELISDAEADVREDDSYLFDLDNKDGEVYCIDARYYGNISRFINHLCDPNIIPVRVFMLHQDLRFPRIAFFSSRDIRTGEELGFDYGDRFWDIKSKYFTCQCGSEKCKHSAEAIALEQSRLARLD
#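 Enzyme 20 nM + cpd, 15 min RT; add b-H3K9 pep 500 nM / SAM 20 uM; 2 h RT; anti-H3K9me1 Ab 0.5 ug/mL + SA donor / anti-rabbit acceptor beads 20 ug/mL each, 10 min; AlphaScreen read.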
# POLI inh: DNA polymerase iota (human) inhibition; Q9UNA4; Potency, µM (titrated, usually from 115 µM), inactives show top-dose activity, negative = inhibition, usual class: inhibitors; AID 588590; Pol iota fluorescent replication assay, 10 min; 390,000 tested, 1% active
# Target sequence (Q9UNA4 whole entry, looked up): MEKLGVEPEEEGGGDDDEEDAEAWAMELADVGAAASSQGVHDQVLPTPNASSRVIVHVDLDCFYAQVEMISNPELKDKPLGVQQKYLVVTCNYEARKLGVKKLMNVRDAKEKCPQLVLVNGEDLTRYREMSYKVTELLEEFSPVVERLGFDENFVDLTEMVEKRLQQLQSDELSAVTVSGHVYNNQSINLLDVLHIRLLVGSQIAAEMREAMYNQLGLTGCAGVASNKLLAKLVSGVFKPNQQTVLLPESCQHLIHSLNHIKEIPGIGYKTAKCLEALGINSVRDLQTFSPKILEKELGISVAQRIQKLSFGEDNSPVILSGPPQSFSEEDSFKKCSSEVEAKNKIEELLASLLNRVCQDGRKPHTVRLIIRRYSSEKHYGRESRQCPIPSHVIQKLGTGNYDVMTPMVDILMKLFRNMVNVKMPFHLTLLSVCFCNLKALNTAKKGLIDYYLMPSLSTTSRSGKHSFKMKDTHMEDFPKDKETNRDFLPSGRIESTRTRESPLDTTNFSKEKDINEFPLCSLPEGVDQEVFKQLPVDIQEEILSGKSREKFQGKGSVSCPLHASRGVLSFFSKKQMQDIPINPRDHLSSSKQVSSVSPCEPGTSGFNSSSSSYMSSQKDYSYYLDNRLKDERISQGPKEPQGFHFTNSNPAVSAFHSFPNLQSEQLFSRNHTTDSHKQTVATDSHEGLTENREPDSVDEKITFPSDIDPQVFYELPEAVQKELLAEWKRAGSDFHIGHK
#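 Pol iota at 10 nM preincubated 15 min with compounds at room temperature; reaction started with fluorescent substrate, 50 nM final. Fluorescence read kinetically at 0 and 10 min; buffer-only wells as negative control.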
# BLM helicase inh: blocks DNA unwinding by human BLM helicase | P54132 | recombinant BLM DNA unwinding, fluorescence dequenching | Potency, µM (titrated, usually from 56.1 µM), without a hit: at the top dose activity change, negative = inhibition, most hits filed as inhibitors | 350,000 tested, 0.2% active;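 also: plate controls were vehicle for no effect and no enzyme for full effect; nearly all actives have a fitted effect of over 35% in size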
# The depositor's hits bear a star; i = inactive; ? = inconclusive; nt = not tested or not shown; & = joins results of further samples; [ ] = another dose, or the depositor's remark. Unless noted, calls follow the shape of the dose curve; as a rule, active = well fitted curve in the direction sought with a large enough effect; inconclusive = small, poorly fitted or top-dose-only effect, or another doubt; inactive = no such curve, though single readings can be large; an effect the other way counts as inactive or inconclusive. Potency is read from the fitted curve at half-maximal effect. The list is partial; rates above refer to the full screens.
# Order of results – HP1b chromo inh | JMJD2A Tudor | Pin1 inhibitor | GLS inh | Tb PGK inh | BAZ2B inh | G9a block | POLI inh | BLM helicase inh
1: COc1ccc2c(c1)sc1ncc(C(=O)NCc3ccccc3F)c(=O)n12
→ 5% | -11% | 19% | -2% | -2% | 0% | -2%[59 µM] | 31%[activator] | -1%
2: Cc1cccc(C)c1NC(=O)CN1C(=O)S/C(=C\c2cccn2-c2cccc(C(=O)O)c2)C1=O
→ -11% | 50µM* | nt | -11% | -9% | 79µM* | ? | ? | -19%
3: COCCCNC(=O)C(=O)Nc1ccc2c(c1)N(S(=O)(=O)c1cccs1)CCC2
→ 20% | -12% | 2% | -12% | i | -7% | -10% | 10% | nt
4: N=C(N)SCCN
→ 51%[activator] | -1% | -7% | 1% | -6% | -3% | 7%[59 µM] | -18% | -10%&2%
5: COC(=O)c1ccc(C2C(Oc3ccc(OC)cc3)C(=O)N2CCc2ccc(OC)c(OC)c2)cc1 (stereo unspecified)
→ 20% | -12% | ? | 5% | 5% | -12% | -35% | 92%[activator] | 1%
6: CC1CCc2c(sc(NC(=O)COC(=O)c3ccc(NC(=O)CC#N)cc3)c2C#N)C1 (stereo unspecified)
→ 14% | -11% | 57%[activator] | 4% | -6% | 6% | 0% | 8% | nt
7: COc1c(C)cc(Br)cc1C(=O)Nc1ccc(N2CCN(S(C)(=O)=O)CC2)cc1
→ 33% | -7% | 4% | 8% | 1% | -2% | -1%[12.7 µM] | 22% | -1%
8: CCn1c(SCC(=O)Nc2ccc(N(C)C)cc2)nnc1-c1cccc(C)c1
→ -22% | ? | -7% | 32% | -2% | ? | 7.1µM* | 17% | -2%
9: Cc1c(N=C2N=C(NC(=O)c3ccc(F)cc3)c3ccccc32)c(=O)n(-c2ccccc2)n1C
→ -1% | -18% | ? | -9% | i | -16% | 8%[59 µM] | ? | -11%
10: Cc1cn(C)c(CC(=O)NCc2ccc(Cl)cc2)c1C(=O)O
→ -16% | -25% | -5% | -9% | -9% | -30% | 6%[59 µM] | 19% | 1%
11: O=S(=O)(NC(=S)Nc1ccccc1)c1ccc(F)cc1
→ ? | -5%[11.4 µM] | -9% | -2% | 0% | -13% | 1.6µM* | 17% | -1%
12: O=C(c1ccc(Oc2ccccc2)cc1)c1nc2c(n1O)CCCC2
→ 5% | ? | -8% | 20% | -7% | ? | ? | 4%[58.9 µM] | -2%
13: O=C1c2ccccc2CN1CCNS(=O)(=O)c1ccc2ccccc2c1
→ 17% | -9% | -1% | 2% | 4% | -1% | 29%[12.7 µM] | 5% | 2%
14: COCCSc1nnc(NC(=O)c2ccc(NC(C)=O)cc2)s1
→ 44%[activator] | -10% | -1% | -6% | -3% | -14% | 15% | 19% | 0%
15: CC(=O)CCc1ccc(OCCCOc2cccc3cccnc23)cc1
→ 29% | -19% | 3% | -2% | i | 2% | 3% | 31%[activator] | -5%
16: O=C(Nc1cccc(S(=O)(=O)NC2=NCCC2)c1)C1CCCCC1
→ 30% | -7%[11.4 µM] | -11% | -6% | i | 5% | 8% | 7% | 2%
17: CCOC(=O)c1c(C)[nH]c(C(=O)CSc2nnnn2-c2ccccc2)c1C
→ 19% | -2% | 7% | 5% | nt | -4% | -23%[59 µM] | -18% | 0%
18: CCCCCc1nc2c(C#N)c(-c3ccc(Cl)cc3)ccn2n1
→ 17% | 7% | 69%[activator] | 1% | -7% | -5% | 23%[2.33 µM] | -28%[58.9 µM] | -5%
19: CC(C)c1nnc(NC(=O)CCN2C(=O)c3ccccc3C2=O)s1
→ 24% | 1% | -1% | 14% | 6% | 4% | 11% | 6% | 2%
20: O=C(COc1ccc(Cl)cc1)N(Cc1cccs1)C1CCS(=O)(=O)C1 (stereo unspecified)
→ 56%[activator] | -19% | 5% | -7% | i | 6% | 40% | 9% | -1%

# 11 structures already listed, ordered by molecular weight, high to low:
# Order of results – HP1b chromo inh | JMJD2A Tudor | Pin1 inhibitor | GLS inh | Tb PGK inh | BAZ2B inh | G9a block | POLI inh | BLM helicase inh
7: COc1c(C)cc(Br)cc1C(=O)Nc1ccc(N2CCN(S(C)(=O)=O)CC2)cc1
→ 33% | -7% | 4% | 8% | 1% | -2% | -1%[12.7 µM] | 22% | -1%
9: Cc1c(N=C2N=C(NC(=O)c3ccc(F)cc3)c3ccccc32)c(=O)n(-c2ccccc2)n1C
→ -1% | -18% | ? | -9% | i | -16% | 8%[59 µM] | ? | -11%
3: COCCCNC(=O)C(=O)Nc1ccc2c(c1)N(S(=O)(=O)c1cccs1)CCC2
→ 20% | -12% | 2% | -12% | i | -7% | -10% | 10% | nt
8: CCn1c(SCC(=O)Nc2ccc(N(C)C)cc2)nnc1-c1cccc(C)c1
→ -22% | ? | -7% | 32% | -2% | ? | 7.1µM* | 17% | -2%
17: CCOC(=O)c1c(C)[nH]c(C(=O)CSc2nnnn2-c2ccccc2)c1C
→ 19% | -2% | 7% | 5% | nt | -4% | -23%[59 µM] | -18% | 0%
13: O=C1c2ccccc2CN1CCNS(=O)(=O)c1ccc2ccccc2c1
→ 17% | -9% | -1% | 2% | 4% | -1% | 29%[12.7 µM] | 5% | 2%
14: COCCSc1nnc(NC(=O)c2ccc(NC(C)=O)cc2)s1
→ 44%[activator] | -10% | -1% | -6% | -3% | -14% | 15% | 19% | 0%
19: CC(C)c1nnc(NC(=O)CCN2C(=O)c3ccccc3C2=O)s1
→ 24% | 1% | -1% | 14% | 6% | 4% | 11% | 6% | 2%
12: O=C(c1ccc(Oc2ccccc2)cc1)c1nc2c(n1O)CCCC2
→ 5% | ? | -8% | 20% | -7% | ? | ? | 4%[58.9 µM] | -2%
18: CCCCCc1nc2c(C#N)c(-c3ccc(Cl)cc3)ccn2n1
→ 17% | 7% | 69%[activator] | 1% | -7% | -5% | 23%[2.33 µM] | -28%[58.9 µM] | -5%
4: N=C(N)SCCN
→ 51%[activator] | -1% | -7% | 1% | -6% | -3% | 7%[59 µM] | -18% | -10%&2%

# Additional compounds:
# Order of results – HP1b chromo inh | JMJD2A Tudor | Pin1 inhibitor | GLS inh | Tb PGK inh | BAZ2B inh | G9a block | POLI inh | BLM helicase inh
21: O=C(O)CSc1nnnn1C1CCCCC1
→ 5% | 28µM* | -6% | 11% | 1% | 5% | 15%[0.501 µM] | 49%[activator] | 1%
22: Cc1ccc2c(CNC3CCC(C)CC3)c(C(=O)O)n(Cc3cccc(F)c3)c2c1 (stereo unspecified)
→ -3% | -24% | -1% | 11% | i | -20% | -32%[59 µM] | 11% | 1%
23: S=c1[nH]nc(-c2ccc3ccccc3n2)n1-c1ccc(Cl)cc1
→ 13% | ? | 9% | 24% | -9% | 4% | ? | 72%[activator] | 1%
24: NC(=O)c1ccc(NC(=O)CN2CCOCC2)cc1
→ 42%[activator] | -14% | -6% | -1% | i | 2% | nt | -24% | -8%
25: CCc1nn(CC(=O)Nc2ccc(C)c(F)c2)c(=O)c2cc3cc(C)ccc3n12
→ 15% | -12% | 0% | -9% | 5% | -4% | -2%[59 µM] | ? | -10%
26: CCOC(=O)c1c(NC(=O)COC(=O)c2nc(Cl)ccc2Cl)sc(C(=O)NC)c1C
→ 34% | 0% | 31%[activator] | -4% | i | 8% | -12% | 5% | nt
27: CCOC(=O)c1ccc(NC(=S)Nc2ccc(Cl)cn2)cc1
→ 36% | -20% | 0% | 4% | ? | 4% | 7% | -18% | -6%
28: COc1cc2ncnc(NCCc3ccccc3)c2cc1OC
→ 31% | -10% | 3% | 1% | -5% | 0% | -4%[59 µM] | 37% | -6%
29: O=C1CCc2cc(S(=O)(=O)NC(C(=O)N3CCN(c4ccccn4)CC3)c3ccccc3)ccc2N1 (stereo unspecified)
→ 23% | -23% | -4% | 0% | -2% | -14% | -3% | -2% | -6%
30: CCOc1ccc2[nH]c(=O)c(CN(CCO)C(=O)c3ccccc3F)cc2c1
→ 20% | -8% | 7% | 13% | -6% | 9% | 13%[59 µM] | 10% | 1%
31: O=[N+]([O-])c1ccc(N2CCN(S(=O)(=O)c3ccccc3[N+](=O)[O-])CC2)cc1NCc1cccnc1
→ 11% | -25% | 2% | -2% | 7% | -7% | ? | 11% | 1%
32: O=C(c1cccc(S(=O)(=O)N2CCc3ccccc32)c1)N1CCc2ccccc2C1
→ 30% | -18% | 17% | 0% | i | 11% | -11%[59 µM] | 5% | nt
33: COc1ccccc1C(=O)N1N=C(c2ccc(NS(C)(=O)=O)cc2)CC1c1cccs1 (stereo unspecified)
→ 47%[activator] | -15% | 8% | 5% | 0% | ? | 2% | -16% | -8%
34: COc1ccc(OC)c2[nH]c(C(=O)N/N=C/c3ccccc3O)cc12
→ 15% | -30% | -1% | 3% | 0% | -18% | -8% | -10% | -6%
35: CC(C)(OC(=O)c1ccc(F)cc1)c1cc2ccccc2c(=O)o1
→ 73%[activator] | 30% | ? | -1% | 8% | 27% | 11%[0.501 µM] | 9% | nt
36: COc1cccc(Cn2c(CNC(=O)C(C)C)nc3cccnc32)c1
→ 25%[57 µM] | -4% | 11% | -1% | -6% | 0% | 13%[59 µM] | 0% | -2%
37: c1ccc(CN=C2NN=C(c3ccccc3)CS2)cc1
→ -21% | ? | 14% | -4% | 18% | ? | 40µM* | 145%[activator] | -4%
38: CC(C)CN1CCN(Cc2cccn2-c2ccc(Cl)cn2)CC1CCO (stereo unspecified)
→ 24% | -25% | ? | -5% | i | -5% | ? | 137%[activator] | 1%
39: Cc1nc2ccccc2c(=O)n1NC(=O)c1ccc(Cl)cc1
→ 26% | -3% | -1% | -1% | nt | -10% | 9% | -30% | -1%

# Entries 37 through 38 from above:
# Order of results – HP1b chromo inh | JMJD2A Tudor | Pin1 inhibitor | GLS inh | Tb PGK inh | BAZ2B inh | G9a block | POLI inh | BLM helicase inh
37: c1ccc(CN=C2NN=C(c3ccccc3)CS2)cc1
→ -21% | ? | 14% | -4% | 18% | ? | 40µM* | 145%[activator] | -4%
38: CC(C)CN1CCN(Cc2cccn2-c2ccc(Cl)cn2)CC1CCO (stereo unspecified)
→ 24% | -25% | ? | -5% | i | -5% | ? | 137%[activator] | 1%
